Compound activity deposited in PubChem by National Center for Advancing Translational Sciences (NCATS).
PI4K2A block: PI4K2A (human) kinase inhibition | purified PI4K2A, ADP-Glo luminescence, 1 h; active compounds read low | activity change, negative = inhibition, % at 76.9 µM | 420,000 compounds, 0.13% hits | AID 1346378; in the data active means activity change below about -50%; inconclusive means mostly about -30% to -49%;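 further: -100% = wells without enzyme as full effect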
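Compounds are screened against recombinant PI4K2A using PI as substrate and ATP, the latter dispensed at 300 microM. Reactions run one hour at ambient temperature before ADP-Glo detection; full inhibition defined by wells lacking enzyme.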
Tb PGK inh: blocks T. brucei phosphoglycerate kinase. Potency, µM (highest dose often 57.5 µM), without a hit: top-dose activity change, negative = inhibition, hits mostly inhibitors. P07378. 380,000 compounds, 0.043% hits. PGK/GAPDH coupled, Kinase-Glo luminescence, 60 min. AID 602233; further: potency means the concentration at half of the fitted maximal effect; on the % scale 0 is the no-effect control and ±100 the full control effect; nearly all actives have a fitted effect of over 60% in size
Target sequence (P07378 whole entry, looked up): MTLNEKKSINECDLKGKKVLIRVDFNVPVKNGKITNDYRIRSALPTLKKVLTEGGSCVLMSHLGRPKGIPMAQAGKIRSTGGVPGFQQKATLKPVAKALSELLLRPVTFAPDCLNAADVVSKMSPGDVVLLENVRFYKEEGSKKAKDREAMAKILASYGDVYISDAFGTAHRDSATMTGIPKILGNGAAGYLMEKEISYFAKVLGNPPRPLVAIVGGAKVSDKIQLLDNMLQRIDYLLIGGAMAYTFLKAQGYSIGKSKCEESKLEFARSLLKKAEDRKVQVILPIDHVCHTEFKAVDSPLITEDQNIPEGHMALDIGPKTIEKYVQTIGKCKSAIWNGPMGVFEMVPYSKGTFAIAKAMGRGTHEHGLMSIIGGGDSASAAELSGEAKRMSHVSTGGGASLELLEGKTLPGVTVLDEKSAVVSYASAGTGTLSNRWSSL
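Recombinant glycosomal PGK reaction used 1,3-bisphosphoglycerate generated in-well by GAPDH (100nM final) in 100mM TEA pH 7.6, 5mM MgCl2, 0.01% Tween-20. After 60 minutes at room temperature, ATP was read by Kinase-Glo Plus luminescence end-point.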
USP1 inh: inhibitors of human USP1/UAF1 deubiquitinase; O94782; recombinant USP1/UAF1, Ub-Rhodamine cleavage fluorescence; Potency, µM (top dose mostly 57.1 µM), without a hit: at the highest dose activity change, negative = inhibition, actives largely listed as inhibitors; 390,000 compounds, 0.23% hits; AID 743255; further: potency means the concentration at half of the fitted maximal effect; on the % scale 0 is the no-effect control and ±100 the full control effect; nearly all actives have a fitted effect of over 60% in size; inactives centre near -12
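High-throughput fluorogenic screen: 1nM USP1/UAF1 complex, Ub-Rho substrate 150nM final, 50mM HEPES pH 7.8 with 0.5mM EDTA, 0.1 mg/ml BSA, 1mM TCEP and 0.01% Tween-20.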
mIDH1 inhibitor: inhibitors of human mutant IDH1 R132H. Potency, µM (series often up to 76.6 µM), inactives show at the highest dose activity change, negative = inhibition, most hits filed as inhibitors. IDH1-R132H enzyme, NADPH consumption, diaphorase/resazurin fluorescence. 390,000 compounds, 0.093% hits. AID 602179. O75874; further: potency means the concentration at half of the fitted maximal effect; on the % scale 0 is the no-effect control and ±100 the full control effect; nearly all actives have a fitted effect of over 65% in size
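IDH1-R132H (0.5 ug/mL) preincubated 30 min with compound, then NADPH (0.016 mM) and alpha-KG (2 mM) added; 80 min at RT, pH 7.5. Remaining NADPH coupled via diaphorase/resazurin to fluorescence (540/590 nm); concentration-response curves normalized to no-enzyme control.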
TrxR1 substrate: substrates of rat thioredoxin reductase 1. 390,000 compounds, 0.01% hits. AID 588456. Potency, µM (top dose mostly 114 µM), without a hit: top-dose activity change, negative = substrate turnover. purified TrxR1 substrate turnover, NADPH consumption readout. O89049; further: potency means the concentration at half of the fitted maximal effect; on the % scale 0 is the no-effect control and ±100 the full control effect; nearly all actives have a fitted effect of over 50% in size
Target sequence (O89049 whole entry, looked up): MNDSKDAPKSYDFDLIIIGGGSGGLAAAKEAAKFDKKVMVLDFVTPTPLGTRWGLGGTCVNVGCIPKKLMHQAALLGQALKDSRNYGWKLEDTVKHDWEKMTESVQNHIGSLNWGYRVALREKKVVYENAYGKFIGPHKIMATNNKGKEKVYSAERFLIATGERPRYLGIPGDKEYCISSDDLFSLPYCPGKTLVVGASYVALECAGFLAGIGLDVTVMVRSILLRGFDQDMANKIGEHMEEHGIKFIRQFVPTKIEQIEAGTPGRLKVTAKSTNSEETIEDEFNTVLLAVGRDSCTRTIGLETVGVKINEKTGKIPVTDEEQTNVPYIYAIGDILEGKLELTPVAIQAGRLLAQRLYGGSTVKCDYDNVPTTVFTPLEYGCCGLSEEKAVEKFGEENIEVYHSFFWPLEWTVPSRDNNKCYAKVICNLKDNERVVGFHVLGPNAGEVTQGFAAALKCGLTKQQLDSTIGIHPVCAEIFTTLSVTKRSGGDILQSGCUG
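Rat TrxR1, dispensed at 90 nM, was prereduced with 400 uM NADPH (final) for 5 min at ~22 deg C, then incubated with compound 15 min before 400 uM selenite. A first-read NADPH fluorescence drop versus no-compound background flagged substrates.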
GLS inh: blocks human kidney-isoform glutaminase activity | O94925 | GLS enzymatic activity, qHTS titration | Potency, µM (titrated, usually from 45.5 µM), for inactives: at the highest dose activity change, negative = inhibition, actives largely listed as inhibitors | 410,000 compounds, 0.21% hits; further: potency means the concentration at half of the fitted maximal effect; on the % scale 0 is the no-effect control and ±100 the full control effect
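Two-point fluorescence kinetic (t0, 30 min RT) for hKGA; glutamate detected via glutamate oxidase–HRP–Amplex Red. Substrate: 1 mM L-glutamine solution; buffer 45 mM KH2PO4, pH 8.2.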
HP1b chromo inh: HP1-beta chromodomain-methylated histone interaction inhibition. AlphaScreen HP1-beta / biotin-H3K9me3 peptide binding. P83916. Potency, µM (series often up to 114 µM), for the others: at the highest dose activity change, negative = inhibition, usual class: inhibitors. 390,000 compounds, 0.56% hits; further: potency means the concentration at half of the fitted maximal effect; nearly all actives have a fitted effect of over 70% in size; inactives centre near 23
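AlphaScreen: HP1-beta (50 nM) preformed 30 min with biotin-H3(1-18)K9me3 peptide (50 nM) in PBS pH 7.4, 0.01% Tween-20. Compound added for 30 min at RT, then streptavidin donor/nickel chelate acceptor beads (10 ug/mL) for 30 min.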
Pin1 inh: human Pin1 inhibition; Q13526; Pin1 FP peptide displacement, HiFluor488, 10 min; Potency, µM (highest dose often 115 µM), for the others: at the highest dose activity, negative = inhibition, usual class: inhibitors; 390,000 compounds, 0.009% hits; active means well fitted inhibition curve with a large enough effect in the polarisation, with a control signal flat, not every such curve was filed as active; inconclusive means small, poorly fitted or top-dose-only effect, or effect the other way, or a change in a side signal; inactive means no such curve, though single readings can be large or run the other way; the % refers to the polarisation; further: potency means the concentration at half of the fitted maximal effect; on the % scale 0 is the no-effect control and ±100 the full control effect
rTrxR1 inhibitor: inhibitors of rat thioredoxin reductase 1 | O89049 | recombinant rTrxR1, NADPH fluorescence consumption, selenite substrate | Potency, µM (titrated, usually from 114 µM), for inactives: at the top dose activity change, negative = inhibition, usual class: inhibitors | 390,000 compounds, 1% hits | AID 588453; further: potency means the concentration at half of the fitted maximal effect; on the % scale 0 is the no-effect control and ±100 the full control effect; nearly all actives have a fitted effect of over 65% in size
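Rat TrxR1 (90 nM in the dispensed reagent) was pre-reduced with 400 uM NADPH for 5 min at room temperature, then incubated with compound for 15 min. After 400 uM selenite was added, NADPH fluorescence (Ex 340/Em 450 nm) was followed for 8 min.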
An asterisk follows results filed as active; [ ] = dose if it differs, or a comment. Unless noted, the call rests on the fitted dose curve; in most records, active means well fitted curve in the direction sought with a large enough effect; inconclusive means small, poorly fitted or top-dose-only effect, or another doubt; inactive means no such curve, though single readings can be large; an effect the other way counts as inactive or inconclusive.

CC1(OC(=O)C2CCCC2)C(=O)C=C2C=C(c3ccsc3)N(C3CCCC3)C=C2C1=O (centres undefined) was read as PI4K2A block -11, Tb PGK inh -3%, USP1 inh inconclusive, mIDH1 inhibitor 12%, TrxR1 substrate -5%, GLS inh -6%, HP1b chromo inh -13%, Pin1 inh inconclusive and rTrxR1 inhibitor inconclusive.
For C=CCNC(=O)C1=NOC(CNC(=O)c2c(-c3ccccc3Cl)noc2C)C1 (centres undefined) the results were PI4K2A block 3, Tb PGK inh -7%, USP1 inh -14%, mIDH1 inhibitor 3%, TrxR1 substrate -4%, GLS inh -11%, HP1b chromo inh 29%, Pin1 inh 4% and rTrxR1 inhibitor 13%[57.1 µM].
`Cn1c(/C(C#N)=C/Nc2ccccn2)nc2ccccc21` gave PI4K2A block -4, Tb PGK inh -1%, USP1 inh -9%, mIDH1 inhibitor 2%, TrxR1 substrate -3%, GLS inh -2%, HP1b chromo inh 4%, Pin1 inh -8% and rTrxR1 inhibitor -19%.
Screening COc1ccc(NC(=O)C2CC(=O)N(Cc3ccco3)C2)cc1Cl (centres undefined) returned PI4K2A block 1, Tb PGK inh 5%, USP1 inh -10%, mIDH1 inhibitor -4%, TrxR1 substrate 5%, GLS inh 2%, HP1b chromo inh 34%, Pin1 inh 1% and rTrxR1 inhibitor 0%.
Screening Cc1ccc2nc(/N=C(\N)NC(=O)N3c4ccccc4Sc4ccccc43)nc(C)c2c1 returned PI4K2A block 0, Tb PGK inh -5%, USP1 inh -24%, mIDH1 inhibitor -1%, TrxR1 substrate -4%, GLS inh 6%, HP1b chromo inh -12%, Pin1 inh 31%[activator] and rTrxR1 inhibitor 26%[57.1 µM].
Cc1cc[n+](-c2[nH]c(=O)sc2/C=N/N=C(\[O-])CCn2c3ccccc3c3ccccc32)cc1 was read as PI4K2A block -5, Tb PGK inh -9%, USP1 inh -7%, mIDH1 inhibitor -5%, TrxR1 substrate -3%, GLS inh 6%, HP1b chromo inh -5%, Pin1 inh inconclusive and rTrxR1 inhibitor -2%.
For O=C(COC(=O)C1CC1)NCc1ccc(Cl)cc1Cl the results were PI4K2A block 2, Tb PGK inh -2%, USP1 inh -12%, mIDH1 inhibitor 0%, TrxR1 substrate 0%, GLS inh 2%, HP1b chromo inh 27%, Pin1 inh 6% and rTrxR1 inhibitor 25%.
`CCc1ccccc1NC(=O)CSc1nc2ccccc2n1CC(=O)N1CCCC1` gave PI4K2A block -2, Tb PGK inh inactive, USP1 inh -17%, mIDH1 inhibitor 9%, TrxR1 substrate -5%[57.1 µM], GLS inh -8%, HP1b chromo inh 12%, Pin1 inh -5% and rTrxR1 inhibitor 11%.
COc1ccc(Nc2nc(N)nc(N)c2S(=O)(=O)c2ccccc2)cc1 was read as PI4K2A block -2, Tb PGK inh -6%, USP1 inh -29%, mIDH1 inhibitor -3%, TrxR1 substrate -4%, GLS inh 3%, HP1b chromo inh 24%, Pin1 inh 0% and rTrxR1 inhibitor 22%[11.4 µM].
Screening O=c1[nH]c(/C=C/c2ccccc2[N+](=O)[O-])nc2ccccc12 returned PI4K2A block 3, Tb PGK inh -8%, USP1 inh -2%, mIDH1 inhibitor 3%, TrxR1 substrate -12%, GLS inh 6%, HP1b chromo inh 21%, Pin1 inh 3% and rTrxR1 inhibitor -10%.
CC1CN(CCCOc2ccccc2-c2ccccc2)CC(C)O1 (centres undefined) was read as PI4K2A block -3, Tb PGK inh 5%, USP1 inh inconclusive, mIDH1 inhibitor 3%, TrxR1 substrate 4%[57.1 µM], GLS inh -3%, HP1b chromo inh inconclusive, Pin1 inh 1% and rTrxR1 inhibitor 23%[57.1 µM].
Screening O=C(CCc1ccc(CCC(=O)c2cccs2)s1)c1cccs1 returned PI4K2A block 11, Tb PGK inh -2%, USP1 inh -10%, mIDH1 inhibitor 7%, TrxR1 substrate 0%, GLS inh -5%, HP1b chromo inh 66%[activator], Pin1 inh 21% and rTrxR1 inhibitor -17%.
Screening COc1ccc(CNc2nc(NCc3ccc(OC)c(OC)c3)n(C(=O)c3cccs3)n2)cc1OC returned PI4K2A block -1, USP1 inh -14%, mIDH1 inhibitor 5%, TrxR1 substrate -8%, GLS inh -1%, HP1b chromo inh -8%, Pin1 inh 3% and rTrxR1 inhibitor 7%.
`CCN(CC)C(=O)C(=O)N/N=C/c1ccc(Cl)cc1Cl` gave PI4K2A block 8, Tb PGK inh -2%, USP1 inh inconclusive, mIDH1 inhibitor 2%, TrxR1 substrate 8%[57.1 µM], GLS inh -3%, HP1b chromo inh 22%, Pin1 inh -8% and rTrxR1 inhibitor 22%.
COC(=O)c1[nH]c2cc(OC)ccc2c1NC(=O)CCN1CCN(Cc2ccc3c(c2)OCO3)CC1 was read as PI4K2A block 2, Tb PGK inh -6%, USP1 inh -12%, mIDH1 inhibitor -4%, TrxR1 substrate -9%, GLS inh 0%, HP1b chromo inh -14%, Pin1 inh -11% and rTrxR1 inhibitor -16%.
`CCN(C(=O)CCN1C(=O)c2ccccc2C1=O)C1CCCCC1` gave PI4K2A block 1, Tb PGK inh inactive[11.5 µM], USP1 inh -7%, mIDH1 inhibitor -3%, TrxR1 substrate 6%, GLS inh -2%, HP1b chromo inh 12%, Pin1 inh 0% and rTrxR1 inhibitor 21%.
Cc1ccc2c(=O)cc(C(=O)NC3CCS(=O)(=O)C3)oc2c1C (centres undefined) was read as PI4K2A block -7, Tb PGK inh -15%, USP1 inh -29%, mIDH1 inhibitor -14%, TrxR1 substrate 7%, GLS inh 0%, HP1b chromo inh 31%, Pin1 inh -11% and rTrxR1 inhibitor 16%.
COC(=O)c1ccc(Oc2c(F)c(F)nc(N3CCOCC3)c2F)cc1 was read as PI4K2A block -2, Tb PGK inh -7%, USP1 inh -10%, mIDH1 inhibitor 3%, TrxR1 substrate 2%[57.1 µM], GLS inh -8%, HP1b chromo inh 133%[activator], Pin1 inh -1% and rTrxR1 inhibitor 9%[57.1 µM].
COc1cc2c(cc1OC)-c1cc(Nc3ccc(C(=O)O)cc3)nc(=O)n1CC2 was read as PI4K2A block 0, Tb PGK inh -18%, USP1 inh -31%, mIDH1 inhibitor 14%, TrxR1 substrate 48%, GLS inh 91%[activator], HP1b chromo inh inconclusive, Pin1 inh -20% and rTrxR1 inhibitor 28%[57.1 µM].
Screening O=C(CSc1ccc(-c2ccccc2)nn1)NC1CCCCC1 returned PI4K2A block 1, Tb PGK inh 8%, USP1 inh -3%, mIDH1 inhibitor -2%, TrxR1 substrate -10%, GLS inh 9%, HP1b chromo inh 13%, Pin1 inh 7% and rTrxR1 inhibitor -17%.

Compounds shown so far containing an NH in an aromatic ring (three):
Cc1cc[n+](-c2[nH]c(=O)sc2/C=N/N=C(\[O-])CCn2c3ccccc3c3ccccc32)cc1 was read as PI4K2A block -5, Tb PGK inh -9%, USP1 inh -7%, mIDH1 inhibitor -5%, TrxR1 substrate -3%, GLS inh 6%, HP1b chromo inh -5%, Pin1 inh inconclusive and rTrxR1 inhibitor -2%.
Screening O=c1[nH]c(/C=C/c2ccccc2[N+](=O)[O-])nc2ccccc12 returned PI4K2A block 3, Tb PGK inh -8%, USP1 inh -2%, mIDH1 inhibitor 3%, TrxR1 substrate -12%, GLS inh 6%, HP1b chromo inh 21%, Pin1 inh 3% and rTrxR1 inhibitor -10%.
COC(=O)c1[nH]c2cc(OC)ccc2c1NC(=O)CCN1CCN(Cc2ccc3c(c2)OCO3)CC1 was read as PI4K2A block 2, Tb PGK inh -6%, USP1 inh -12%, mIDH1 inhibitor -4%, TrxR1 substrate -9%, GLS inh 0%, HP1b chromo inh -14%, Pin1 inh -11% and rTrxR1 inhibitor -16%.

(continued)
For Cc1ccccc1NC(=O)COC(=O)C1C2CC3OC(=O)C1C3C2 (centres undefined) the results were PI4K2A block -1, Tb PGK inh inactive, USP1 inh -12%, mIDH1 inhibitor 0%, TrxR1 substrate -2%, GLS inh 3%, HP1b chromo inh -8%, Pin1 inh -7% and rTrxR1 inhibitor 12%.
CCC(C)(C(=O)NC1CCCCC1)N(CC1CCCO1)C(=O)Cc1cccs1 (centres undefined) was read as PI4K2A block -2, Tb PGK inh -2%, USP1 inh -15%, mIDH1 inhibitor 6%, TrxR1 substrate 6%[57.1 µM], GLS inh -3%, HP1b chromo inh 46%[activator], Pin1 inh -8% and rTrxR1 inhibitor 17%[57.1 µM].
Screening CCNS(=O)(=O)c1ccc(NC(=O)c2cccnc2)cc1 returned PI4K2A block 4, Tb PGK inh -3%, USP1 inh -5%, mIDH1 inhibitor 6%, TrxR1 substrate -8%, GLS inh 1%, HP1b chromo inh 23%, Pin1 inh -4% and rTrxR1 inhibitor 7%.
`Cc1cc(C)c(C)c(S(=O)(=O)NC(C(=O)NCCc2ccco2)C(C)C)c1C` (centres undefined) gave PI4K2A block 0, Tb PGK inh -2%, USP1 inh -12%, mIDH1 inhibitor 6%, TrxR1 substrate -2%, GLS inh -2%, HP1b chromo inh 38%, Pin1 inh 0% and rTrxR1 inhibitor 3%.

The list is partial; count on the stated rates, not on these rows.
